# Growth percent in the NCI-60 one-dose screen (48 h, 10 µM unless noted): 100 = growth as untreated, 0 = no growth, -100 = all killed.
# OVCAR-4: OVCAR-4 ovarian cancer cells; 80,000 tested, 3.7% active; AID 1794784
# HCC-2998: HCC-2998 colon cancer. 79,000 tested, 4.7% active. AID 1794799
# OVCAR-3: OVCAR-3 ovarian cancer | 79,000 tested, 7% active | AID 1794787
# PC-3: PC-3 prostate cancer cells; AID 1794754; 80,000 tested, 3.9% active
# DU-145: DU-145 prostate cancer. 81,000 tested, 4.2% active. AID 1794760
# KM12: KM12 colon cancer cells; 82,000 tested, 5% active; AID 1794800
# SW-620: SW-620 colon cancer; 82,000 tested, 5.2% active
# OVCAR-8: OVCAR-8 ovarian cancer. 81,000 tested, 4.4% active. AID 1794782
# OVCAR-5: OVCAR-5 ovarian cancer; 82,000 tested, 2.9% active; AID 1794783
# An asterisk follows results filed as active; nt = not tested or not shown; & = joins results of further samples. How the source made its calls: active means growth percent below 10; inactive means the rest.
1	N#Cc1ncnc2nc[nH]c12
2	O=C1/C(=C/c2ccccc2[N+](=O)[O-])COc2ccc(O)c(O)c21
3	CC(/C=C/c1ccccc1)=N/NC(=O)c1ccncc1
4	O=C1N=C(N2CCOCC2)S/C1=C\c1cn(-c2ccccc2)nc1-c1ccccc1
5	Brc1ccc2c3c(cccc13)CC2
6	S=C(c1cccs1)N1CCN(c2ccccc2)CC1

compound no.	1	2	3	4	5	6
OVCAR-4	112	2.9*	105	25	nt	100
HCC-2998	106	-47*	107	100	103	104
OVCAR-3	112	-63*	109	58	107	115
PC-3	92	-0.5*	92	90	90	102
DU-145	114	2.1*	112	70	117	104
KM12	102	-3.7*	105	96	110	105
SW-620	108	-39*	99	99	95	102
OVCAR-8	110	10	101	70	105	104
OVCAR-5	106	-33*	114	109	117	103

7	COc1ccc(OC)c(-n2cc(C#N)c(N)c2C(=O)c2ccc(Br)cc2)c1
8	CC(CCCCCCCCC(=O)CCCCCCCCCC(O)COC1OC(CO)C(O)C(O)C1O)/C(O)=C1\C(=O)NC(Cc2ccc(O)cc2)C1=O (stereo not drawn)
9	CCOC(=O)/C=C/c1sc(-c2ccc(C)cc2)cc1N
10	Oc1ccc(Cl)cc1CN1CCOCC1
11	Cc1cnc2[nH]cc(-c3csc(-c4c[nH]c5ncccc45)n3)c2c1
12	CC(=O)O[C@H]1CC[C@@]2(C)C(=CC[C@@H]3[C@@H]2CC[C@]2(C)c4nc5ccccc5nc4C(=O)C[C@@H]32)C1

compound no.	7	8	9	10	11	12
OVCAR-4	98	115	95	109	83	80
HCC-2998	105	96	79	104	100	101
OVCAR-3	109	122	91	103	97	98
PC-3	93	95	85	101	94	70
DU-145	106	111	103	108	nt	100
KM12	92	111	64	108	77	81
SW-620	101	104	64	103	96	81
OVCAR-8	106	106	99	108	96	96
OVCAR-5	107	118	98	102	85	103

13	CCCCC(O)(CC(=O)O)c1ccccc1 (stereo not drawn)
14	CC1(C)CN=C(c2ccccc2)NC1
15	CNC(=O)c1cc(Oc2cccc3nc(N4CCCC4)ccc23)ccn1
16	Clc1ccc(-c2onc3ccc(C4Oc5ccccc5C5CC(c6ccccc6)=NN54)cc23)cc1 (stereo not drawn)
17	O=C(N=Nc1c(O)[nH]c2ccccc12)c1oc2ccccc2c1CN1CCN(c2ccccc2)CC1
18	C=C(C)[C@@H]1CC[C@]2(C(=O)O)CC[C@]3(C)[C@H](CC[C@@H]4[C@@]5(C)CCC(=O)NC(C)(C)[C@@H]5CC[C@]43C)[C@@H]12

compound no.	13	14	15	16	17	18
OVCAR-4	103	111	105	110	-79*	104
HCC-2998	106	102	106	116	34	103
OVCAR-3	108	108	105	nt	-70*	105
PC-3	109	94	87	91	-22*	85
DU-145	107	102	106	110	-34*	102
KM12	99	109	102	103	23	107
SW-620	114	105	93	102	0.4*	97
OVCAR-8	108	107	97	102	6.9*	94
OVCAR-5	108	100	115	105	3.8*	101

19	COc1ccc(C2=NN(C(C)=O)C(c3ccc(N4CCOCC4)cc3)C2)cc1OC (stereo not drawn)
20	[O-]/[N+](=C\c1ccccc1)c1ccccc1
21	O=C(NCSC1=NCCS1)NCSC1=NCCS1
22	O=C1N=C(c2ccccc2)S/C1=C\c1ccc2c(c1)OCO2
23	COc1ccc(-c2nnc(COc3ccc(NC(=O)Nc4cc(C(F)(F)F)cc(C(F)(F)F)c4)cc3F)o2)cc1
24	CCN1/C(=C/C=C/C=C/c2sc3ccccc3[n+]2CC)Sc2ccccc21

compound no.	19	20	21	22	23	24
OVCAR-4	99	107	117	101	19	-42*
HCC-2998	94	79	91	118	11	-89*
OVCAR-3	110	107	102	96	2.7*	-64*
PC-3	90	100	86	86	-13*	7.1*
DU-145	97	112	106	103	12	-17*
KM12	103	112	99	93	0.4*	-88*
SW-620	98	105	91	89	14	-31*
OVCAR-8	98	99	92	97	11	-66*
OVCAR-5	105	106	108	93	29	7.6*

25	CCCSC1=NC2C(N(CC)C(=O)N2CC)N1/N=C/C=C/c1ccccc1 (stereo not drawn)
26	C/C(=N\N=C\c1ccc(Cl)cc1)c1nnn(-c2ccc([N+](=O)[O-])cc2)c1C
27	N#CCCc1ccc(O)cc1
28	CCOc1c(C=O)cccc1OC
29	O=c1ccccc(-c2ccc(-c3ccco3)cc2)c1O
30	CCC1=C[C@@H]2CN(C1)Cc1c([nH]c3ccccc13)[C@@](C(=O)OC)(c1cc3c(cc1OC)N(C)[C@H]1[C@@](O)(C(=O)OC)[C@H](OC(C)=O)[C@]4(CC)[C@@H]5C[C@@H]5CN5CC[C@]31[C@@H]54)C2

compound no.	25	26	27	28	29	30
OVCAR-4	89	101	111	103	24	15
HCC-2998	108	106	115	93	41	-13*
OVCAR-3	100	nt	110	113	29	-26*
PC-3	72	99	102	104	32	23
DU-145	100	102	117	110	20	-18*
KM12	99	106	114	106	23	5.7*
SW-620	95	101	102	105	28	26
OVCAR-8	98	103	94	103	13	15
OVCAR-5	102	122	96	100	55	45

31	N#CC1C(=O)NC(=O)CC12CCCCC2 (stereo not drawn)
32	CCCCC/C(=C\c1ccccc1)C1OC(C)CC(C)O1 (stereo not drawn)
33	CCCN1C2CCC1/C(=C\c1ccc(F)cc1)C1=C2[C@@H](c2ccc(F)cc2)C(C#N)=C(N)O1 (stereo partly drawn)
34	Nc1nc(Nc2ccc(Br)cc2)nn1Cc1cccc(Br)c1
35	CCN(CC)c1cc(N)c(Cc2c(N)cc(N(CC)CC)cc2Cl)c(Cl)c1
36	O=C(Cc1ccc(Nc2ccnc(C(F)(F)F)c2)cc1)Nc1ccccc1O

compound no.	31	32	33	34	35	36
OVCAR-4	78&118	109	100	88	24	74
HCC-2998	102&102	107	105	110	47	88
OVCAR-3	109&117	100	91	83	47	113
PC-3	88&97	73	80	85	38	92
DU-145	110&120	102	92	112	67	97
KM12	103&108	98	84	104	nt	95
SW-620	99&102	101	96	99	80	102
OVCAR-8	107&98	79	104	99	37	91
OVCAR-5	103&115	92	100	84	92	95

37	CN1CCN(C(=O)[C@@]2(C)CC[C@]3(C)CC[C@]4(C)C(=CC[C@@H]5[C@@]6(C)C/C(=C/c7cccnc7)C(=O)C(C)(C)[C@@H]6CC[C@]54C)[C@@H]3C2)CC1
38	O=C(Nc1ccc(Cl)c(Cl)c1)Nc1ccc([N+](=O)[O-])cn1
39	Clc1cccc(-c2nc(-c3cccs3)no2)c1
40	CCCCC/C=N/Nc1nc(C)cc(=O)[nH]1
41	COc1ccc(-c2csc(/N=C3\C(=O)Nc4ccc(C)cc43)n2)cc1
42	CS(=O)(=O)Nc1ccc(-n2cnc3cc(-c4ccc(O)cc4)ccc32)cc1

compound no.	37	38	39	40	41	42
OVCAR-4	69	97	66	107	105	86
HCC-2998	88	nt	33	99	96	118
OVCAR-3	70	149	104	114	102	114
PC-3	43	nt	103	89	82	104
DU-145	88	117	120	114	104	108
KM12	71	88	92	106	101	84
SW-620	85	102	106	104	101	108
OVCAR-8	74	75	107	100	86	93
OVCAR-5	92	125	108	104	120	112

43	O=C(COc1ccc(/C=C2/C(=O)Nc3ccc(Cl)cc32)cc1)Nc1cccc(Cl)c1
44	O=C1c2ccccc2C(=O)c2c1ccc1[nH]c(CNCc3ccc(C(F)(F)F)cc3)nc21
45	COc1ccc(C(=O)CSc2nccc(Nc3ccc(S(=O)(=O)Nc4nccs4)cc3)n2)cc1
46	CC(C)C[C@@H]1N[C@@]2(C(=O)Nc3ccccc32)[C@@H](c2ccc(F)cc2)[C@@H]1C(=O)c1ccc(O)cc1
47	Clc1cnc(NCCc2ccncc2)nc1-n1cnc2ccccc21
48	O=C1NC(c2ccc(C(F)(F)F)cc2)N=C2C(c3ccc(Cl)cc3)=NOC12 (stereo not drawn)

compound no.	43	44	45	46	47	48
OVCAR-4	97	90	100	90	112	104
HCC-2998	98	106	106	108	119	96
OVCAR-3	102	101	105	97	90	107
PC-3	79	82	104	64	75	104
DU-145	105	95	107	102	93	103
KM12	121	95	109	96	94	95
SW-620	94	90	100	101	119	76
OVCAR-8	98	86	93	97	nt	96
OVCAR-5	97	94	112	96	139	113

49	COc1cc(-c2nc(-c3ccccc3)[nH]c2-c2ccnc(NCCCNS(=O)(=O)c3ccc(C)cc3)n2)ccc1F
50	Nc1ncnc2c1cnn2-c1ccc(Cl)cc1
51	N#C/C(=C\c1ccc2c(c1)OCO2)c1ccccc1
52	COc1ccc(-n2c(=O)sc3c(=O)[nH]c(C)nc32)c(OC)c1
53	O=C(CSc1nc2c(n1Nc1ccccc1)-c1ccccc1SC2)Nc1nccs1
54	C=C(C)[C@@H]1CC[C@]2(C(=O)NCCCN(CCCN)CCCN)CC[C@]3(C)[C@H](CC[C@@H]4[C@@]5(C)CCC(=O)C(C)(C)[C@@H]5CC[C@]43C)[C@@H]12

compound no.	49	50	51	52	53	54
OVCAR-4	108	106	100	98	102	104
HCC-2998	153	100	76	115	100	108
OVCAR-3	119	99	79	112	99	120
PC-3	55	90	85	96	79	99
DU-145	87	107	106	106	105	108
KM12	90	97	43	103	102	104
SW-620	108	106	41	110	97	100
OVCAR-8	84	104	90	98	97	101
OVCAR-5	119	110	80	101	103	105

55	COC(=O)[C@H](Cc1ccc(O)cc1)NC(=O)C1(C)CCC[C@]2(C)[C@H]3C[C@H]4C(C(C)C)=C[C@]3(CC[C@@H]12)[C@@H]1C(=O)CCC(=O)[C@@H]14 (stereo partly drawn)
56	Clc1cc(Cl)c2c(c1)C=C1CSCC3=Cc4cc(Cl)cc(Cl)c4OC13O2
57	Cc1c(/C=C2\CSc3ccc(Cl)cc3C2=O)c(=O)n(-c2ccccc2)n1C
58	COc1cc(/C=C2/SC(=S)NC2=O)ccc1OCc1cn(-c2ccc(S(=O)(=O)Nc3nccs3)cc2)nn1
59	O=C(/C=C/C(=O)Nc1ccc(-n2nnc3cc(Cl)c(Cl)cc32)cc1)Nc1ccc(N2N=NC3C=C(Cl)C(Cl)=CC32)cc1 (stereo not drawn)
60	CCOC(=O)CCC(NC(=O)OCc1ccccc1)C(=O)NC(CCC(=O)OCC)C(=O)NNC(=O)OC(C)(C)C (stereo not drawn)

compound no.	55	56	57	58	59	60
OVCAR-4	101	103	84	108	96	100
HCC-2998	104	109	113	108	97	98
OVCAR-3	110	104	100	114	100	110
PC-3	91	102	96	106	102	100
DU-145	113	104	113	110	113	108
KM12	105	102	94	100	96	101
SW-620	102	100	107	104	98	103
OVCAR-8	97	100	82	100	91	113
OVCAR-5	94	99	100	101	106	100

61	CCOC(=O)c1cc(C(=O)OC)n2c1ccc1c3ccccc3ccc12
62	Cc1ccc(-c2cc(-c3cccc(Nc4ccnc5cc(Cl)ccc45)c3)nc3nc(N)[nH]c(=O)c23)cc1
63	COc1ccc(C(=O)Cn2c(C(=O)c3ccccc3)nc3ccccc32)cc1
64	N#Cc1c(-c2ccccc2)cc(-c2ccccc2)n(Cc2ccc(C(=O)O)cc2)c1=O
65	CC(=O)NS(=O)(=O)c1ccc(NCCc2c(C)nc3scc(-c4ccc(Cl)cc4)n3c2=O)cc1
66	CCN1CCN(c2ccc3c4c(cccc24)C(=O)N(NCC(O)COc2ccc4c(C)cc(=O)oc4c2)C3=O)CC1 (stereo not drawn)
67	CC1=C(C)CC2C(=O)OC(=O)C2C1 (stereo not drawn)
68	CN1C(=O)CNC(=O)[C@H](NC(=O)c2nc3ccccc3cc2O)CSSC[C@H]1C(=O)NCCCc1nc2ccccc2cc1O
69	CC(C)(C)Nc1nc2c(OCCc3ccccc3)cccn2c1-c1ccc(O)cc1

compound no.	61	62	63	64	65	66	67	68	69
OVCAR-4	66	111	40	110	109	96	111	96	65
HCC-2998	104	91	27	101	106	99	100	75	52
OVCAR-3	113	93	5.3*	117	100	93	112	9.9*	75
PC-3	81	96	30	101	87	105	92	45	29
DU-145	103	105	37	113	107	84	111	42	97
KM12	99	70	20	104	99	88	102	27	38
SW-620	92	96	11	95	104	84	109	48	69
OVCAR-8	96	93	49	97	100	92	99	86	66
OVCAR-5	99	108	62	101	105	116	107	121	70

# Entries listed so far containing an NH in an aromatic ring, in the order listed:
1	N#Cc1ncnc2nc[nH]c12
11	Cc1cnc2[nH]cc(-c3csc(-c4c[nH]c5ncccc45)n3)c2c1
17	O=C(N=Nc1c(O)[nH]c2ccccc12)c1oc2ccccc2c1CN1CCN(c2ccccc2)CC1
30	CCC1=C[C@@H]2CN(C1)Cc1c([nH]c3ccccc13)[C@@](C(=O)OC)(c1cc3c(cc1OC)N(C)[C@H]1[C@@](O)(C(=O)OC)[C@H](OC(C)=O)[C@]4(CC)[C@@H]5C[C@@H]5CN5CC[C@]31[C@@H]54)C2
40	CCCCC/C=N/Nc1nc(C)cc(=O)[nH]1
44	O=C1c2ccccc2C(=O)c2c1ccc1[nH]c(CNCc3ccc(C(F)(F)F)cc3)nc21
49	COc1cc(-c2nc(-c3ccccc3)[nH]c2-c2ccnc(NCCCNS(=O)(=O)c3ccc(C)cc3)n2)ccc1F
52	COc1ccc(-n2c(=O)sc3c(=O)[nH]c(C)nc32)c(OC)c1

compound no.	1	11	17	30	40	44	49	52
OVCAR-4	112	83	-79*	15	107	90	108	98
HCC-2998	106	100	34	-13*	99	106	153	115
OVCAR-3	112	97	-70*	-26*	114	101	119	112
PC-3	92	94	-22*	23	89	82	55	96
DU-145	114	nt	-34*	-18*	114	95	87	106
KM12	102	77	23	5.7*	106	95	90	103
SW-620	108	96	0.4*	26	104	90	108	110
OVCAR-8	110	96	6.9*	15	100	86	84	98
OVCAR-5	106	85	3.8*	45	104	94	119	101

62	Cc1ccc(-c2cc(-c3cccc(Nc4ccnc5cc(Cl)ccc45)c3)nc3nc(N)[nH]c(=O)c23)cc1

compound no.	62
OVCAR-4	111
HCC-2998	91
OVCAR-3	93
PC-3	96
DU-145	105
KM12	70
SW-620	96
OVCAR-8	93
OVCAR-5	108
